# Compound activity: PubChem BioAssay, The Scripps Research Institute Molecular Screening Center
# OX1R antag-1: antagonists of human orexin 1 receptor (OX1R). hit rate 1.8% among 330,000. OX1R-expressing cells, FRET antagonist read-out. AID 485270. O43613. inhibition, % at 6.6 µM; in the data active means inhibition mostly above about 38%, no sharp cut-off; inactive means mostly below about 40%;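 further: 0% = agonist challenge alone and 100% = reference antagonist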
# Target sequence (O43613 whole entry, looked up): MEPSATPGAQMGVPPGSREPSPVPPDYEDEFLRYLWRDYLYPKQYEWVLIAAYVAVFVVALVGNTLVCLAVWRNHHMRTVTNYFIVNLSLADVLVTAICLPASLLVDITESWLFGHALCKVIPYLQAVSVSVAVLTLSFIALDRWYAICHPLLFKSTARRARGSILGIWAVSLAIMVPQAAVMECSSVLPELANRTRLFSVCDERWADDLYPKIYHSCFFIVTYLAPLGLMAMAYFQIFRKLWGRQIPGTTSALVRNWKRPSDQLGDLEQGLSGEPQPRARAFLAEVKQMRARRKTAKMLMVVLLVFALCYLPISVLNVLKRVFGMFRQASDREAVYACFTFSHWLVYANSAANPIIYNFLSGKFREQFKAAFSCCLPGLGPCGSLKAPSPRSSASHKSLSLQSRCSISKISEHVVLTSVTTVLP
# OX1R antag-2: blocks the human orexin 1 receptor. O43613. CHO/OX1R cells, Fluo-8 calcium fluorescence, orexin A. inhibition, % at 5 µM. hit rate 0.43% among 330,000. AID 434989;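 active means inhibition above its plate's threshold, mean inhibition of all tested compounds on the plate plus 3 SD, cut at about 37% in these data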;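 further: 0% = orexin A challenge wells and 100% = SB-334867-A antagonist wells; not every result past the cut was called active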
# An asterisk follows results filed as active. Random draw from the library; 2.1% or so of the library scored in one or more.
no.	OX1R antag-1	OX1R antag-2	SMILES
1	36	-19	O=C(Cn1c(=O)sc2ccccc21)NCCOc1ccccc1F
2	13	-19	CCCCNC(=O)C(=O)Nc1cc2c3c(c1)CCC(=O)N3CCC2
3	16	-11	CC(C)N(CCn1c(=S)[nH]c2ccccc2c1=O)C(C)C
4	9	-27	COc1ccc(-c2cnnc(N/N=C/c3c(C)nn(-c4ccccc4)c3Cl)n2)cc1
5	18	-25	O=C(Cn1nc(-c2ccccc2)c2ccccc2c1=O)Nc1ccc2c(c1)nc1n2CCOC1
6	9	-7	CCCCCn1c(SCC(=O)OCC)nc2cc(C(=O)NCc3ccco3)ccc2c1=O
7	20	-7	O=c1cccccc1NN=C1CCCCCC1
8	15	-26	CCN1CCN(c2ccc(S(=O)(=O)N3CCOCC3)cc2NC(=O)c2sccc2C)CC1
9	21	-15	Cc1ccc2nc(NC(=O)CSc3nc4ccccc4o3)sc2c1
10	18	-29	CCOc1ccc(N2CC(C(=O)Nc3ccccc3OC)CC2=O)cc1 (stereo unspecified)
11	17	-4	Cc1ccc(NC(=O)/C(=C\c2ccc([N+](=O)[O-])cc2)NC(=O)c2ccccc2)cc1
12	-4	-5	COc1cccc(C2C(C(C)=O)=C(C)Nc3ncnn32)c1 (stereo unspecified)
13	20	-11	Cn1c(CCN2CCCCCC2)nc2cc(NC(=O)Nc3ccccc3)ccc21
14	11	-13	O=C(CCc1nnc(CCc2ccccc2)o1)NC(c1cccnc1)C(F)(F)F (stereo unspecified)
15	26	-15	CN1C(=O)c2ccc(N3CCCC3)cc2C1=O
16	-8	9	COc1ccccc1OCC(=O)OCc1cc(-c2ccco2)on1
17	2	-13	N#Cc1c(SCC(=O)N2CCOCC2)nsc1SCC(=O)N1CCOCC1
18	7	-6	O=C(NC1CCCC1)c1ccc(CS(=O)(=O)Cc2ccccc2F)o1
19	28	-16	CC(=O)Nc1ccc(Nc2c3c4c(cccc4n(C)c2=O)C(=O)c2ccccc2-3)cc1
20	0	-6	Cc1ccc(OCc2nc(-c3ccc(-n4cccc4)cc3)no2)cc1C
21	12	-13	O=C(CN1C(=O)C2CC=CCC2C1=O)Nc1nccs1 (stereo unspecified)
22	19	-6	CCCCCn1ccc(=N)cc1
23	8	-13	O=C(C[C@H]1C/C=C\C[C@H](NC(=O)OCC2c3ccccc3-c3ccccc32)C(=O)OC[C@H](Cc2ccccc2)NC1=O)N[C@H](CO)Cc1ccccc1
24	20	-15	COc1ccc(Nc2cccc(Cl)c2)c(C(=O)O)c1
25	2	-10	CCOC(=O)c1ccc(NC(=O)CSc2n[nH]c(-c3ccncc3)n2)cc1
26	16	-46	COc1cc2cc(C(c3nnnn3C(C)(C)C)N3CCc4ccccc4C3)c(=O)[nH]c2cc1OC (stereo unspecified)
27	10	26	COc1ccc(C2/C=C\CC(OCc3ccccc3)CC(=O)N2Cc2cccc(F)c2)cc1 (stereo unspecified)
28	10	-10	C/C(=N\n1cnnc1)c1ccccc1
29	2	-1	CCOC(=O)N1CCN(CC(O)COCc2ccccc2)CC1 (stereo unspecified)
30	7	-22	COCCNCC(=O)N1c2ccccc2Sc2ccccc21
31	17	-14	COc1ccccc1/C=N/NC(=O)c1c(-c2ccccc2)noc1C
32	26	-39	COc1ccc(CCn2c(C(C)C)nc3oc4ccccc4c(=O)c3c2=O)cc1
33	4	4	COCc1cc(C)n(CC(=O)Nc2c(C)cccc2C)c(=O)c1C#N
34	35	-11	O=C(c1cc(Cl)nc2ccccc12)N(Cc1nnc(-c2ccccc2Cl)o1)C1CC1
35	7	7	COc1ccc(C(=O)n2nc(C#N)c(C#N)c2N)cc1
36	8	1	O=C(O)CCCn1ccc2cc(S(=O)(=O)N3CCCC3)ccc21
37	13	-21	Cc1ccc(C#N)c(SCc2ccccc2[N+](=O)[O-])n1
38	6	-12	CC(=O)Nc1cc[n+](C(C)C(=O)c2ccc(Br)cc2)cc1 (stereo unspecified)
39	7	-25	O=C(Nc1ccccc1C(=O)N/N=C/c1ccncc1)c1ccccc1
40	8	-6	CCCCOC(=O)C1=C(C)Nc2nnnn2C1c1ccc(OC)c(OC)c1OC (stereo unspecified)
41	10	-29	CCOc1ccc(CN(C)CC(=O)NNC(=O)c2ccc(Cl)cc2)cc1OC
42	10	-10	COc1cccc(OC(C)c2ccnc3nc(/N=C/N(C)C)nn23)c1 (stereo unspecified)
43	3	-14	CCN(CC)C(C(=O)Nc1ccc2c(c1)OCO2)c1ccccc1 (stereo unspecified)
44	3	-13	O=C(NC12CC3CC(CC(C3)C1)C2)c1ccc(S(=O)(=O)N2CCOCC2)cc1
45	21	-13	Cc1ccc(-c2nnc3ccc(SC(C)C(=O)O)nn23)cc1 (stereo unspecified)
46	20	-6	Cc1cccc(NC(=O)CC2S/C(=N/c3nccs3)N(C)C2=O)c1 (stereo unspecified)
47	2	-5	CC(C)(C)Nc1c(-c2ccc(O)cc2)nc2ccc(Cl)cn12
48	9	-21	COc1ccc(OC)c(CN2CCN(C(=O)CCC(=O)c3cccs3)CC2)c1

# Some of the entries above in a different format.
38. CC(=O)Nc1cc[n+](C(C)C(=O)c2ccc(Br)cc2)cc1 (stereo unspecified)
  OX1R antag-1: 6; OX1R antag-2: -12
47. CC(C)(C)Nc1c(-c2ccc(O)cc2)nc2ccc(Cl)cn12
  OX1R antag-1: 2; OX1R antag-2: -5
37. Cc1ccc(C#N)c(SCc2ccccc2[N+](=O)[O-])n1
  OX1R antag-1: 13; OX1R antag-2: -21
48. COc1ccc(OC)c(CN2CCN(C(=O)CCC(=O)c3cccs3)CC2)c1
  OX1R antag-1: 9; OX1R antag-2: -21

# (more compounds)
no.	OX1R antag-1	OX1R antag-2	SMILES
49	5	6	Cc1cc2c(c(C)c1CCO[C@@H]1O[C@H](CO)[C@@H](O)[C@H](O)[C@H]1O)C(=O)[C@@H](C)[C@@H]2O
50	19	-23	Cc1ccc(S(=O)(=O)N2CCCC(C(=O)NCCc3ccccc3)C2)cc1 (stereo unspecified)
51	1	-26	COc1ccc(C(=O)NC2CCSc3ccccc32)cc1F (stereo unspecified)
52	10	-18	CC(C)N(C(=O)CSc1nn2c(=O)c(C(C)(C)C)nnc2s1)c1ccccc1
53	5	-19	CCOC(=O)C1CCCN(S(=O)(=O)c2ccc(OC)cc2)C1 (stereo unspecified)
54	17	-9	Cc1cc(C(=O)Nc2ccccc2C(=O)O)c(C)o1
55	11	-28	Cc1ccc(NP(=O)(c2ccc(N(C)C)cc2NC(=O)c2cccs2)N2CCOCC2)cc1Cl (stereo unspecified)
56	3	27	Nc1ccc2c(c1)COc1ccccc1O2
57	23	4	O=C1NC(=Nc2ccccc2)S/C1=C\C=C\c1ccco1
58	22	-15	O=S(=O)(NC1CCCCC1N1CCOCC1)c1ccc(Cl)cc1 (stereo unspecified)
59	9	-5	CCOc1ccc(-c2nnn(CC#N)n2)cc1OC
60	8	-8	O=S1(=O)CCOC(CO)CN1Cc1ccc(Cl)c(Cl)c1 (stereo unspecified)
61	8	-18	S=C(Nc1cccc(Cl)c1)N1CCN(Cc2ccccc2)CC1
62	16	13	CCOc1ccc(NS(=O)(=O)c2coc(C(N)=O)c2)cc1
63	-6	-40	CC1(C)CC(=O)C(N=Nc2c(Cl)cc(Cl)cc2Cl)=C(O)C1
64	5	3	FC(F)(F)c1ccccc1NC(=S)Nc1cccc(Cl)c1
65	10	-6	CCC(=O)c1ccc(OCC(=O)N2CCN(S(=O)(=O)c3ccc(Cl)s3)CC2)cc1
66	25	-7	Cn1cccc1C(=O)NC(=O)COC(=O)Cc1coc2ccc3ccccc3c12
67	14	-14	O=c1[nH]ncn1-c1cccc(C(F)(F)F)c1
68	11	-32	Cc1sc(NC(=O)c2ccco2)c(C(c2cccnc2)N2CCCC2)c1C (stereo unspecified)
69	6	-12	CC(=O)NC1CC2CCCC(C1)N2CC(=O)NCc1ccc(F)cc1 (stereo unspecified)
70	28	-20	Cc1nc(SCC(=O)c2ccccc2)c(C#N)c(-c2ccco2)c1C(=O)NCc1ccco1
71	6	-2	C#CC[N+](C)(C)CCCCCCCCCC
72	11	-28	COc1cccc(NC(=O)CSc2nnc(-c3cccs3)n2C)c1
73	0	-10	O=C(c1ccccc1)N1CCN(c2ccc(Cl)cc2)CC1
74	27	-16	Clc1ccc(Cn2ncc3c(N4CCCCC4)ncnc32)c(Cl)c1
75	16	-28	O=C(CSc1ncnc2ccccc12)Nc1cccc(S(=O)(=O)N2CCOCC2)c1
76	15	1	O=C(CN1CCOCC1)Nc1cccc(C(F)(F)F)c1
77	19	-15	COc1cc(C)c(Cl)c(C)c1S(=O)(=O)NC1CC(C)(C)NC(C)(C)C1
78	35	-9	O=C(CCN1C(=O)/C(=C/c2cccs2)SC1=S)NNC(=O)c1cccc(O)c1
79	11	-2	COc1ccc(C)cc1NC(=O)NNS(=O)(=O)c1ccc(NC(C)=O)cc1
80	19	8	CCOC(=O)C1=CN(Cc2cccc(F)c2)S(=O)(=O)NC1CCc1ccccc1 (stereo unspecified)
81	12	-16	Cc1cccc(NC(=O)NCCc2ccc(Cl)cc2)c1
82	11	-6	CC1CSc2n(-c3cccc(C(F)(F)F)c3)cc(-c3ccccc3)[n+]21 (stereo unspecified)
83	6	-33	O=C(CN1C(=O)CC(c2ccco2)Sc2ccccc21)Nc1ccc2c(c1)OCCO2 (stereo unspecified)
84	17	-16	Cc1ccccc1Cn1cc(NC(=O)c2cc(C3CC3)on2)cn1
85	1	-19	COc1ccc([C@H]2CC(=O)C=C(c3cc4ccccc4s3)C2)cc1
86	16	-31	CCCSc1nnc2n(-c3ccccc3OC)c(=O)c3c4c(sc3n12)CCC4
87	11	-10	CCS(=O)c1ccccc1C(=O)OC(C)C(=O)Nc1ccc(S(=O)(=O)N2CCCC2)cc1 (stereo unspecified)
88	7	-31	CCOC(=O)c1oc2nc(CC(C)C)c3c(c2c1N)CCCC3
89	37	-15	C=CCN1C(=O)/C(=N/n2cnnc2)c2ccccc21
90	33	28	CCN(CC)c1ccc(/C=C/c2ccc3ccc(OC)cc3[n+]2CC)cc1
91	12	-55	CC(C)[C@H](NC(=O)c1ccco1)C(=O)NC12CC3CC(CC(C3)C1)C2
92	21	-9	Cc1c(NC(=O)C(C)NCC2CCCO2)c(=O)n(-c2ccccc2)n1C (stereo unspecified)
93	13	-4	CCOC(=O)c1sc(-c2ccccc2)cc1NC(=O)c1ccc(S(=O)(=O)N(CCOC)CCOC)cc1
94	9	-13	Cc1ccc(N2CCN(c3ccc(NCc4nc5ccccc5n4C)cc3)CC2)cc1
95	14	-20	O=C(NCCOc1ccccc1)C1CCC(=O)N(CCCN2CCOCC2)C1 (stereo unspecified)
96	11	-13	COc1ccc(-n2ncc3c(NCCCn4ccnc4)ncnc32)cc1
97	7	-12	CCc1cccc(NC(=O)Cn2c(=O)n(CCC(=O)NCC3CCCO3)c(=O)c3cc(OC)c(OC)cc32)c1 (stereo unspecified)
98	18	-14	CCc1ccccc1Nc1nc2ccccc2n1CC
99	3	-5	N#Cc1nc(-c2ccc(OCc3ccc(Cl)cc3)cc2)oc1N1CCOCC1
100	37	-27	COc1cc(-n2c(C)nc3cc(C(=O)NCc4ccco4)ccc32)cc(OC)c1OC
101	10	-15	Cn1c(NC(=O)c2ccc(Cl)cc2Cl)cc(=O)n(C)c1=O
102	82*	25	COc1cc(Cl)c(C)cc1Nc1ncccn1
103	33	-22	C=CCOc1c(OC)cc(Cl)cc1C1NC(=O)NC(C)=C1C(C)=O (stereo unspecified)
104	8	-4	COc1ccc(C(=O)NCc2csc(C(C)C)n2)cc1OC1CCN(C(C)=O)CC1
105	14	-11	CC(C)N1CCN(Cc2cc3ccccc3[nH]2)CC1CCO (stereo unspecified)
106	9	-22	Cc1c(C(=O)N(C)CCn2ccnc2C)oc2c(F)cccc12
107	6	-20	CCc1ccc(OCC(=O)NNC(=O)CSc2nnc(-c3ccc(C)cc3)n2C)cc1
108	2	-9	COc1ccccc1C(=O)N(Cc1cccs1)C1CCS(=O)(=O)C1 (stereo unspecified)

# Printed as active in OX1R antag-1, of those listed so far:
no.	OX1R antag-1	OX1R antag-2	SMILES
102	82*	25	COc1cc(Cl)c(C)cc1Nc1ncccn1

# Of the compounds above, these have a tert-butyl group:
no.	OX1R antag-1	OX1R antag-2	SMILES
26	16	-46	COc1cc2cc(C(c3nnnn3C(C)(C)C)N3CCc4ccccc4C3)c(=O)[nH]c2cc1OC (stereo unspecified)
47	2	-5	CC(C)(C)Nc1c(-c2ccc(O)cc2)nc2ccc(Cl)cn12
52	10	-18	CC(C)N(C(=O)CSc1nn2c(=O)c(C(C)(C)C)nnc2s1)c1ccccc1

# New compounds follow:
no.	OX1R antag-1	OX1R antag-2	SMILES
109	-2	-8	COc1ccc(Cl)cc1NC(=O)C(C)Sc1nnc(C2CC2)n1C1CC1 (stereo unspecified)
110	17	-24	O=C(Nc1nc2ccccc2[nH]1)C1CC(=O)N(c2ccc3c(c2)OCCO3)C1 (stereo unspecified)
111	14	-17	O=S(=O)(c1ccc(Cl)c(NC(=S)Nc2ccccc2N2CCOCC2)c1)N1CCOCC1
112	-3	-36	Cn1c(=O)c2c(nc(CN3CCN(Cc4ccccc4)CC3)n2Cc2ccc(Cl)cc2)n(C)c1=O
113	26	-19	COc1cccc(C(=O)OCC(=O)Nc2nnc(-c3ccccc3)o2)c1
114	13	-8	Cc1ccc(F)cc1NC(=O)N1c2ccccc2NC(=O)CC1C (stereo unspecified)
115	8	-25	CN(C)c1nc(Nc2ccc(F)cc2)nc(Oc2ccc(F)cc2)n1
116	9	-9	CCn1c(=O)cc(OCC(=O)NCc2ccco2)c2ccccc21
117	7	-8	COc1cc(S(=O)(=O)Nc2cccc(C(=O)O)c2)c(OC)cc1Cl
118	6	-20	O=C(O)C1CCCCC1C(=O)Nc1ccc(Cl)cc1 (stereo unspecified)
119	4	-9	Nc1nnnn1/N=C/c1ccccc1OCc1ccc(Cl)cc1Cl
120	11	2	COc1cc(-c2noc(-c3cccc(Cl)c3)n2)cc(OC)c1OC
121	14	-21	CC(NC(=O)C1CCCO1)c1ccccc1 (stereo unspecified)
